# Screening results from PubChem BioAssay.
# IEC-6 cytotox: kills IEC-6 intestinal cells in KLF5 counter-screen; IEC-6 cytotoxicity, luminescence viability; inhibition, % at 5 µM; hit rate 0.78% among 290,000; in the data active = inhibition above about 22%;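 also: 0% = plate median of test compound wells and 100% = cytotoxic reference compound wells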
# HSF1 activator: increases HSF-1 driven luciferase reporter signal; NIH3T3-HGL HSF-1 luciferase reporter, MG132, 8 h; 100% = twice DMSO control signal; activation, % at 9 µM; hit rate 1.7% among 300,000; AID 504408;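 active = mean replicate activation of at least 50% with a set share of replicates each reaching 50%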;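 also: 0% = median of the neutral control wells and 100% = twice that signal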
# Platelet DG rel: platelet dense granule release activity; human platelet-rich plasma, SFLLRN dense granule ATP release, luminescence; inhibition, %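 (compounds screened at 7.5 µM in platelet-rich plasma)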; hit rate 0.22% among 300,000; AID 1663;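 active = mean replicate score, as percent of positive control, at or above 50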
# GSK3beta inhib: inhibitors of human GSK3beta kinase; activity score (negative = inhibition), % at 10 µM; GST-GSK3beta kinase, ADP-Glo luminescence, 60 min; stronger effect = lower value; hit rate 0.038% among 300,000;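 active = more than half of replicate wells score below -50%, meaning over 50% inhibition versus plate controls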;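 also: 0% = median DMSO wells and -100% = median GW8510 positive control wells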
# Target sequence (P49841 whole entry, looked up): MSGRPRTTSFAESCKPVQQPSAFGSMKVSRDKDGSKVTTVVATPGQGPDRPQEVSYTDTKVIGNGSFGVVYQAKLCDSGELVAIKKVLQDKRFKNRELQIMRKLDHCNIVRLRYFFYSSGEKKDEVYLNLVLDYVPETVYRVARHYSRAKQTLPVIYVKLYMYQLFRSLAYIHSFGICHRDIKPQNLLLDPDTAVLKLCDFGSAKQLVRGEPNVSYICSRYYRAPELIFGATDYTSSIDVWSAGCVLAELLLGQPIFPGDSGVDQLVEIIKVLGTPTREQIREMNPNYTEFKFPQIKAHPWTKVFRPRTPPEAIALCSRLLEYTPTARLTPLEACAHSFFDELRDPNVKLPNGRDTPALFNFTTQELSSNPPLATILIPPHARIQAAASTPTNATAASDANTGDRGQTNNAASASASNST
#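 Assay system: GST-fused GSK3beta enzyme, cell-free / Medium: Tris pH 7.5 buffer with MgCl2, DTT, BSA, heparin / Also added: peptide substrate plus 25 µM ATP (final) / Compound: 10 µM single point / Timing: kinase reaction with compound 60 min at room temperature / Detection: ADP-Glo luminescence / Benchmarks: DMSO neutral wells and GW8510 at 20 µM as positive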
# HSF1 inhib: HSF1 inhibition; NIH3T3-HGL HSE-luciferase, MG132-induced, luminescence 8 h; stronger effect = lower value; AID 2098; hit rate 0.77% among 300,000; activity change, negative = inhibition, % at 7.5 µM (by protocol);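 active = more than half of replicate wells show activity change below -50%, luminescence cut by over half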;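 also: luciferase reports HSF-1 transcriptional activity via heat shock element; 0% = median of DMSO wells and -100% = zero luminescence signal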
# GSK3 alpha inh: human GSK-3 alpha kinase inhibition; P49840; ADP-Glo luminescence, 60 min; inhibition, % at 10 µM; hit rate 0.1% among 320,000; AID 2650;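 in the data active = inhibition above about 50%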;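 also: GST-tagged GSK-3 alpha with peptide substrate and 25 µM ATP; 0% = DMSO neutral wells and 100% = GW8510 positive control wells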
# Target sequence (P49840 whole entry, looked up): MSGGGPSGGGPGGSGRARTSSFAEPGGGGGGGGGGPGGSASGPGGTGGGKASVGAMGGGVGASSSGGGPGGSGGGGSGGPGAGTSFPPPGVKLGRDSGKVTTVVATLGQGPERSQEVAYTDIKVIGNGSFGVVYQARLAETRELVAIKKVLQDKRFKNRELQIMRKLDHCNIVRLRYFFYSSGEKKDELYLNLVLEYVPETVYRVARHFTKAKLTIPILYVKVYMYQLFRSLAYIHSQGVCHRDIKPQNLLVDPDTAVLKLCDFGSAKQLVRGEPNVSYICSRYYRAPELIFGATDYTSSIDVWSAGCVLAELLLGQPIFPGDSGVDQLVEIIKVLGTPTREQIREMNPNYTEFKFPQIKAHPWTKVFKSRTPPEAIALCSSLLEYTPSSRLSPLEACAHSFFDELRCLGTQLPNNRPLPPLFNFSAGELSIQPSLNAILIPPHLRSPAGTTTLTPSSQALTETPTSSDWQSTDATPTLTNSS
# aSyn 5UTR inh: MLPCN primary screen, SNCA 5' untranslated region. alpha-synuclein 5'UTR reporter, inhibitor activity. inhibition, % (tested at 7.5 µM). hit rate 0.82% among 300,000; in the data active = inhibition above about 60%;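 also: H4 neuroglioblastoma cells stably carrying SNCA 5'UTR luciferase fusion; 0% = DMSO wells and 100% = positive control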
# HSP90 refold inh: inhibitors of HSP90 luciferase refolding in rabbit reticulocyte lysate; inhibition, % at 5.6 µM; AID 1789; luciferase refolding luminescence, 3 h; hit rate 0.91% among 290,000;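 active = inhibition above the screen-wide mean plus 3 SD, computed separately per campaign, cut at about 16% in these data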;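 also: 0% = DMSO wells and 100% = 60 µM geldanamycin wells; inhibitors lower the luminescence because luciferase stays unfolded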
# Dyrk1A ADPGlo: Dyrk1A (rat) kinase inhibition. ADP-Glo luminescence, NFATc1 peptide. inhibition, % at 12.5 µM. hit rate 0.43% among 310,000; in the data active = inhibition above about 50%;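 also: plate controls were vehicle with enzyme for no effect and no enzyme for full effect; many of its hits are not listed in these tables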
# KLF5 inh: kruppel-like factor 5 inhibition | DLD-1 KLF5 promoter-luciferase reporter, luminescence | hit rate 0.23% among 290,000 | inhibition, % at 5 µM;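 active = inhibition above a per-plate limit of that plate's mean compound inhibition plus 3 SD, cut at about 60% in these data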;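 also: 0% = DMSO wells and 100% = LY294002 at 200 µM; higher means less KLF5 promoter-driven luciferase light; inactives centre near -14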
# The depositor's hits bear a star; . = no result given.
SMILES,IEC-6 cytotox,HSF1 activator,Platelet DG rel,GSK3beta inhib,HSF1 inhib,GSK3 alpha inh,aSyn 5UTR inh,HSP90 refold inh,Dyrk1A ADPGlo,KLF5 inh
Cc1ccc(C)c(C(=O)NC(C)c2ccc(-n3ccnc3)cc2)c1 (stereo not drawn),-6,-3,-5,-1,-2,2,2,1,.,-5
Cc1ccc(-n2cnc3cc(NCc4cccs4)ccc32)cc1,0,9,-4,1,11,0,-94,15,11,-75
Cn1cnnc1SCc1ccc(C(=O)N/N=C/c2cccs2)cc1,4,-1,1,1,1,1,-31,-1,1,-4
COc1ccc2cc(C(c3nnnn3Cc3ccccc3)N3CCCCCC3)c(=O)[nH]c2c1 (stereo not drawn),-5,-7,-10,2,-4,1,-26,-3,7,-9
O=C(NCC1CCCO1)c1ccc(NS(=O)(=O)c2cccc([N+](=O)[O-])c2)cc1 (stereo not drawn),4,6,-5,8,-3,2,1,1,.,-4
OCCCCNCc1ccc(OCc2ccc(Cl)cc2Cl)cc1,9,15,-5,-1,8,0,-2,3,5,-23
O=C(CNC(=O)c1ccc(Br)o1)NCc1ccc2c(c1)OCO2,-5,15,3,3,-5,-5,25,-3,5,-20
CCCCN1CC[C@H]2C=CC[C@@H](C(=O)N3CCOCC3)[C@H]2C1=O,.,-9,-2,2,-2,-1,8,.,-5,.
N=c1sccn1CC(=O)NCCc1ccc(Cl)cc1Cl,1,.,.,.,.,3,.,-1,5,-22
O=C(Nc1nc(-c2cccs2)cs1)c1cccc(S(=O)(=O)N2CCCCCC2)c1,-9,-70,-1,4,-61*,1,3,2,-7,-12
CCOC(=O)c1c(NC(=S)NC(=O)c2ccco2)sc2c1CCCC2,0,12,-1,2,9,0,-20,2,-4,7
C=CCSc1ncnc2c1oc1nc3c(cc12)COC(C)(C)C3,-3,12,8,1,8,2,-141,-1,0,-21
CCCCN(C)C(=O)CCCCn1c(=O)[nH]c2cc(OCC)c(OCC)cc2c1=O,4,10,25,1,0,-5,11,0,4,-3
CSc1nc2ccc(Nc3nc(N4CCOCC4)nc(N4CCOCC4)n3)cc2s1,-1,.,.,.,.,-1,.,2,2,8
O=C(COc1cc2oc(=O)c3c(c2cc1Cl)CCC3)NCCN1CCOCC1,4,5,9,-3,-6,4,21,-3,-1,-7
Cn1c(=O)c2c(nc(CN3CCN(C(=O)c4ccco4)CC3)n2Cc2ccc(Cl)cc2)n(C)c1=O,-6,15,0,0,3,-1,15,2,-3,-13
C=CSc1sc(Cl)c(N(C)C)c1[N+](=O)[O-],-2,12,0,0,3,3,-28,-3,0,-21
Cc1nnc(NC(=O)c2ccc(S(=O)(=O)N3CCCCCC3)cc2)o1,-4,-2,-17,-8,-1,-4,-32,2,5,7
CCCCCCCCNC1=CC(=O)CC(C)(C)C1,7,15,9,-2,-1,-3,30,15,-4,5
Cc1ccc(S(=O)(=O)N2CCOCC2)cc1C(=O)Nc1ccccn1,-2,-3,6,-2,-4,0,-15,-1,-3,-16
NC(=O)CC1Nc2cccc3cccc(c23)NC1=O (stereo not drawn),-28,13,8,5,-1,8,7,8,2,-21
Nc1nc(-c2ccccn2)nc(N)c1Cc1ccccc1F,6,3,-7,2,8,-2,-246,2,2,-41
O=C(O)CCC(=O)c1c[nH]c2ccccc12,-2,0,0,-4,1,.,12,2,2,-11
CCOC(=O)c1ccc(Oc2cc(C)nc(Cl)n2)cc1,0,-11,-5,4,-5,-2,2,1,-24,3
CCN1CCCC1CNC(=O)c1cc2c(C)nc3ccccc3c2o1 (stereo not drawn),0,0,-4,0,-9,-1,-1,-3,13,-23
c1csc(CN2CCOCC2)c1,-2,8,3,-3,0,-4,14,-3,2,-11
Cc1cc(N)n(-c2ccccn2)n1,6,-2,7,-1,-7,2,-29,2,39,-11
COc1ccc(C2=CC3=C(Br)C(=O)C(C)(OC(=O)c4ccco4)C(=O)C3=CO2)cc1 (stereo not drawn),.,-9,1,-1,7,-2,-20,.,4,.
O=C(Nn1cnnc1)c1cc(Br)ccc1Cl,0,-4,-5,.,-3,0,8,3,.,-14
CC1=C(C#N)C(=O)NC(C)(C)C1,0,-4,-2,4,-10,-13,24,2,-1,-2
CC(C)(C(N)=O)N1CCN(c2ncc(C(F)(F)F)cc2Cl)CC1,12,10,-6,2,0,-1,0,3,-2,-32
O=C(OCc1ccc([N+](=O)[O-])cc1)C1CC(=O)N(CCc2ccccc2)C1 (stereo not drawn),.,7,-19,1,-1,5,-9,.,0,.
C=CCOc1ccc(C2N3CC4(C)CN2CC(CCC)(C3)C4=O)cc1 (stereo not drawn),-5,.,.,.,.,-1,.,3,-21,7
COc1ccc(OC)c(NC(=O)Cn2c(CCC(=O)O)ccc2-c2ccc(C)cc2)c1,3,14,-2,0,5,-5,-12,0,-1,-15
O=C(Cc1ccccc1)Nc1ccccc1N1CCN(c2ccccc2)CC1,-2,9,-2,4,0,0,10,-3,-2,-7
COc1ccc(NC(=O)CN(c2ccccc2C)S(C)(=O)=O)c(OC)c1,-9,12,1,0,1,-2,2,-5,-5,-6
O=C(Oc1ccc(C(=S)N2CCCCC2)cc1)c1ccccc1,8,2,-1,1,1,-1,-16,-2,-4,4
CC1Cc2ccccc2N1CC(=O)NCc1ccccc1Cl (stereo not drawn),-2,-23,-3,-3,-26,-1,-2,-3,-2,-39
CCN(CC)CCn1c2c(c(SCC(=O)Nc3ccccc3Cl)nc1=O)CCC2,.,3,6,-4,-1,-2,-7,.,1,.
CC(=O)Nc1ccc(NC(=O)CSc2nnc(-c3cc(C)[nH]n3)n2N)cc1,-3,-6,-3,-2,-1,1,7,-6,5,-42

# HSF1 inhib: hit marks shown above
Molecule	HSF1 activator	Platelet DG rel	GSK3beta inhib	HSF1 inhib	GSK3 alpha inh	aSyn 5UTR inh	HSP90 refold inh	Dyrk1A ADPGlo	KLF5 inh
O=C(Nc1nc(-c2cccs2)cs1)c1cccc(S(=O)(=O)N2CCCCCC2)c1	-70	-1	4	-61*	1	3	2	-7	-12

# The listing picks up, repeating the 2 entries before the break.
SMILES,IEC-6 cytotox,HSF1 activator,Platelet DG rel,GSK3beta inhib,HSF1 inhib,GSK3 alpha inh,aSyn 5UTR inh,HSP90 refold inh,Dyrk1A ADPGlo,KLF5 inh
CCN(CC)CCn1c2c(c(SCC(=O)Nc3ccccc3Cl)nc1=O)CCC2,.,3,6,-4,-1,-2,-7,.,1,.
CC(=O)Nc1ccc(NC(=O)CSc2nnc(-c3cc(C)[nH]n3)n2N)cc1,-3,-6,-3,-2,-1,1,7,-6,5,-42
O=C(COc1ccccc1)N1CCN=C1SCc1cccnc1,3,-2,2,2,-6,0,8,3,-1,-13
Cc1c(Cl)c(C(=O)N2CCCC2)nn1C,3,-3,-16,4,-8,-1,9,2,4,-19
CCOC(=O)Cn1cc(C(=O)OC)c2ccccc21,0,5,7,0,-5,-1,-10,3,-4,8
COc1ccccc1NC(c1cccnc1)c1ccc2cccnc2c1O (stereo not drawn),6,11,2,1,13,-2,-23,0,-5,15
c1ccc2[nH]c(CSc3nc4ccccc4o3)nc2c1,3,21,8,0,29,-1,-78,-2,1,-9
O=C(/C=C/c1ccc(Cl)cc1)NCCN1CCOCC1,5,9,0,1,-6,-1,15,1,6,-18
CN(Cc1cn(C)nc1-c1ccc(Oc2ccccc2)cc1)CC1COCCO1 (stereo not drawn),77*,-3,1,1,0,-3,2,-4,1,5
O=C(CNC(=O)c1ccc(Cl)cc1)OCCCOC(=O)CNC(=O)c1ccc(Cl)cc1,3,8,-3,0,4,-1,7,0,0,-30
CCN(CC)CCNC(=O)c1ccc(CS(=O)(=O)c2ccccc2C)o1,-4,-10,2,-2,-6,-2,-25,-6,-6,-21
CC(C)Oc1ccc(S(=O)(=O)N2CCCCC2)cc1NC(=O)CC1OC(=O)c2ccccc21 (stereo not drawn),.,19,-3,.,4,0,-13,.,0,.
CCOC(=S)N/C(=N\S(=O)(=O)c1ccc(C)cc1)c1ccccc1,-1,-4,8,0,-4,-2,1,-2,8,-40
Cc1ccc(SCC(=O)OCC(=O)N(C)CC(=O)Nc2ccc(F)cc2)cc1,.,4,-29,2,-3,0,2,.,12,.
O=C(O)[C@@H]1CCCN1C(=O)CCc1c[nH]c2ccccc12,-3,2,-5,0,-4,-2,7,3,3,-5
CCn1c(SCc2ccccc2Cl)nc2ccccc21,-4,42,1,-7,33,-6,-97,-1,-1,-7
CCc1ccc(NC(=O)CCc2nnc3ccc(N4CCC5(CC4)OCCO5)nn23)cc1,7,-9,-2,3,-3,2,-11,0,-2,-11
CCOC(=O)c1sc(NC(=O)CSc2nccn2C)nc1C,-1,13,-9,-9,7,9,-112,-6,6,-120
Cc1cccc(Nc2c3c(nc4ncnn24)CCC3)c1,7,12,1,1,-4,-2,27,2,7,-28
N#CC1=C(N)n2c(s/c(=C\c3cccs3)c2=O)=C(C#N)C1c1cccs1 (stereo not drawn),0,10,3,-3,5,.,-28,2,-1,-6
CCCOc1ccc(CN(CCO)CCO)cc1C(=O)OC,-8,13,0,0,2,-2,10,2,-7,-22
COC(=O)c1ccc(NC(C)C(=O)OC)c([N+](=O)[O-])c1 (stereo not drawn),-3,-14,12,-1,7,3,-12,-1,6,-11
CC(C)(C)OC(=O)N[C@H](Cc1ccccc1)C(=O)N1CCC(C(=O)O)CC1,-2,18,2,-1,3,0,8,-4,9,-17
C[C@H]1CC[C@H]2C(=O)N[C@H](Cc3ccccc3)C(=O)N2[C@@H]1c1ccccc1,-3,.,.,.,.,1,.,-1,.,-1
O=C(Nc1ccccc1Cl)c1ccc(S(=O)(=O)NCC2CCCO2)cc1 (stereo not drawn),0,8,9,2,-8,-3,-10,3,-8,0
C=CCNC(=S)NNC(=O)c1ccc(OCC)cc1,4,.,-1,2,.,0,-16,5,6,18
CCc1ccc2nc3nc(C)cc(C)c3c(N)c2c1,6,.,-4,1,.,-2,-391,0,-6,-16
COc1cc(C=O)ccc1OCCOCCOc1cc(C)ccc1Cl,-9,13,7,-1,8,-2,-6,-5,5,0
COc1cc(NC(=O)COC(=O)CNC(=O)c2ccc(C)s2)cc(OC)c1,-5,13,-1,-1,2,-2,-7,1,-5,-22
COCCOc1ccc(C(F)(F)F)cc1Nc1nc2ccccc2o1,6,19,-2,2,4,-1,-15,4,2,-34
COC(=O)C(NC(=O)c1ccccc1C(=O)O)c1ccc2ccccc2c1 (stereo not drawn),-2,-9,2,2,2,-5,-7,-2,3,-5
CC1(C)C2CCC1(C)C(OC(=O)C[n+]1ccccc1)C2 (stereo not drawn),-5,-6,2,-5,-1,6,13,-1,-3,-20
COc1ccc(C2C(C(=O)N3CCN(C)CC3)c3ccccc3C(=O)N2C2CCCCC2)cc1 (stereo not drawn),-5,0,8,2,-1,1,-1,0,1,-30
C=CCc1cc(OC)ccc1OCCOCCN1CCc2ccccc2C1,9,2,4,2,-5,1,10,1,4,3
C=CCC(=O)NC1CC(C)(C)Cc2c1cnn2-c1ccc(C)cc1 (stereo not drawn),4,13,-7,-4,4,9,17,3,-3,-31
Cn1c(C(=O)N2CCC(C(=O)N3CCN(Cc4ccc5c(c4)OCO5)CC3)CC2)cc2sccc21,0,-8,3,1,0,-2,19,-2,0,-11

# The list is partial (hit frequency here may not be typical).
